BAZ2B block – qHTS Assay for Inhibitors of BAZ2B; Potency, µM (series often up to 114 µM), without a hit: at the top dose activity change, negative = inhibition, actives largely listed as inhibitors; AlphaScreen BAZ2B-H3K14Ac peptide displacement; Bromodomain adjacent to zinc finger domain protein 2B (Homo sapiens), Q9UIF8; 360,000 compounds, 4.4% hits; further: on the % scale 0 is the no-effect control and ±100 the full control effect; nearly all actives have a fitted effect of over 60% in size
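AlphaScreen luminescence quantifies BAZ2B engagement of H3K14Ac peptide; the protein and biotinylated peptide are both at 50 nM final, buffer PBS pH 7.4 with 0.01% Tween-20, all steps at room temperature.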
POLI inh – qHTS for Inhibitors of Polymerase Iota; DNA polymerase iota (Homo sapiens), Q9UNA4; Pol iota fluorescent replication assay, 10 min; Potency, µM (top dose mostly 115 µM), without a hit: top-dose activity, negative = inhibition, actives largely listed as inhibitors; 390,000 compounds, 1% hits
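Pol iota at 10 nM preincubated 15 min with compounds at room temperature; reaction started with fluorescent substrate, 50 nM final. Fluorescence read kinetically at 0 and 10 min; buffer-only wells as negative control.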
GLS inh – qHTS for Inhibitors of Glutaminase (GLS); AID 624170, 2012; Potency, µM (doses to about 45.5 µM), for inactives: at the highest dose activity change, negative = inhibition, hits mostly inhibitors; 410,000 compounds, 0.21% hits; GLS enzymatic activity, qHTS titration; further: on the % scale 0 is the no-effect control and ±100 the full control effect
Target sequence (O94925 whole entry, looked up): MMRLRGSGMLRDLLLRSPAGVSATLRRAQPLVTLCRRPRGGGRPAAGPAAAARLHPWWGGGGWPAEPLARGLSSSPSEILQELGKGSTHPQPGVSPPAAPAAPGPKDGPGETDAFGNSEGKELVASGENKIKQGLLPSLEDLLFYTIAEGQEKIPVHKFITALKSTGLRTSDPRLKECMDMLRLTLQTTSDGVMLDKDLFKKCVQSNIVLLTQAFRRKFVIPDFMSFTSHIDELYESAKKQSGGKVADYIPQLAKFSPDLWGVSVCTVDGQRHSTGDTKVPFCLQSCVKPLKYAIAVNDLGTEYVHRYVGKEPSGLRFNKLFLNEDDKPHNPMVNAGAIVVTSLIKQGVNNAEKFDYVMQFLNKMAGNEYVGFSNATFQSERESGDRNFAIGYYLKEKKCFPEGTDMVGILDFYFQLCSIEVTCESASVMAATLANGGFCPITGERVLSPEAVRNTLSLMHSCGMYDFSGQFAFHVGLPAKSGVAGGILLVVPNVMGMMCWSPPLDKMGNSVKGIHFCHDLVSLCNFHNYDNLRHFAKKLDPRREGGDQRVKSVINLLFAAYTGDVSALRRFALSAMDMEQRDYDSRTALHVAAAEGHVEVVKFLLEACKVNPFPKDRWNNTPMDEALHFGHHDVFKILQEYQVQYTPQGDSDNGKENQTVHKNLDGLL
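Read-out is an Amplex red fluorescence increase coupled through glutamate oxidase and HRP, measured before and after 30 min room-temperature incubation. hKGA is in 45 mM KH2PO4 (pH 8.2) with 0.02% Tween-20; glutamine added as 1mM solution.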
G9a block – qHTS Assay for Inhibitors of Histone Lysine Methyltransferase G9a. Histone-lysine N-methyltransferase EHMT2 (Homo sapiens), Q96KQ7. G9a H3K9 monomethylation, AlphaScreen, 2 h. Potency, µM (top dose mostly 102 µM), without a hit: at the top dose activity, negative = inhibition, hits mostly inhibitors. 350,000 compounds, 8.8% hits; further: on the % scale 0 is the no-effect control and ±100 the full control effect; nearly all actives have a fitted effect of over 75% in size
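Step 1: enzyme (final 20 nM) with compound, 15 min RT. Step 2: substrate peptide 500 nM and SAM 20 uM, 2 h RT. Step 3: anti-H3K9me1 antibody and AlphaScreen beads, 10 min, then plate read.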
Pin1 inhibitor – qHTS Assay to Find Inhibitors of Pin1; Peptidyl-prolyl cis-trans isomerase NIMA-interacting 1 (Homo sapiens), Q13526; Pin1 FP peptide displacement, HiFluor488, 10 min; Potency, µM (doses to about 115 µM), inactives show at the top dose activity, negative = inhibition, most hits filed as inhibitors; 390,000 compounds, 0.009% hits; AID 504891, 2011; active means well fitted inhibition curve with a large enough effect in the polarisation, with a control signal flat, not every such curve was filed as active; inconclusive means small, poorly fitted or top-dose-only effect, or effect the other way, or a change in a side signal; inactive means no such curve, though single readings can be large or run the other way; the % refers to the polarisation; further: on the % scale 0 is the no-effect control and ±100 the full control effect
BLM helicase inh – qHTS Assay for Inhibitors of Bloom's syndrome helicase (BLM). AID 2528, 2010. RecQ-like DNA helicase BLM (Homo sapiens), P54132. 350,000 compounds, 0.2% hits. recombinant BLM DNA unwinding, fluorescence dequenching. Potency, µM (top dose mostly 56.1 µM), for inactives: top-dose activity change, negative = inhibition, usual class: inhibitors;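 further: plate controls were vehicle for no effect and no enzyme for full effect; nearly all actives have a fitted effect of over 35% in size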
Tb PGK inh – qHTS Assay to Find Inhibitors of Phosphoglycerate Kinase; Phosphoglycerate kinase, glycosomal (Trypanosoma brucei brucei), P07378; PGK/GAPDH coupled, Kinase-Glo luminescence, 60 min; Potency, µM (highest dose often 57.5 µM), inactives show at the highest dose activity change, negative = inhibition, most hits filed as inhibitors; 380,000 compounds, 0.043% hits; further: on the % scale 0 is the no-effect control and ±100 the full control effect; nearly all actives have a fitted effect of over 60% in size
Target sequence (P07378 whole entry, looked up): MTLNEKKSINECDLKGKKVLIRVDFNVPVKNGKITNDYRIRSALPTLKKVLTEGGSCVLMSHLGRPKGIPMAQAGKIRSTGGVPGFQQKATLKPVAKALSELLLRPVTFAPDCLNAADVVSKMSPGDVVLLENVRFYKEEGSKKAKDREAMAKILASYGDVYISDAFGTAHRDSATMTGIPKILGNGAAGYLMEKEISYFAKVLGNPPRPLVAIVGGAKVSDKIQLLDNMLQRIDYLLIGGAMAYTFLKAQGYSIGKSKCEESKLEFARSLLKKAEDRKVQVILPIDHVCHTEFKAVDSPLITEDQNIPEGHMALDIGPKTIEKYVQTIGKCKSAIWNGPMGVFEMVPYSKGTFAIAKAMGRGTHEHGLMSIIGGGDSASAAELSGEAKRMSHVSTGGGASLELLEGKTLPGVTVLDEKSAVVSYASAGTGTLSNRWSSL
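Recombinant glycosomal PGK reaction used 1,3-bisphosphoglycerate generated in-well by GAPDH (100nM final) in 100mM TEA pH 7.6, 5mM MgCl2, 0.01% Tween-20. After 60 minutes at room temperature, ATP was read by Kinase-Glo Plus luminescence end-point.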
JMJD2A Tudor – qHTS Assay for Inhibitors of JMJD2A-Tudor Domain; 390,000 compounds, 4.4% hits; Potency, µM (top dose mostly 114 µM), without a hit: at the top dose activity change, negative = inhibition, actives largely listed as inhibitors; AlphaScreen JMJD2A-Tudor / H3K4me3 peptide binding; Lysine-specific demethylase 4A (Homo sapiens), O75164; AID 504339, 2011; further: on the % scale 0 is the no-effect control and ±100 the full control effect; nearly all actives have a fitted effect of over 50% in size
HP1b binding inh – HTS for Inhibitors of HP1-beta Chromodomain Interactions with Methylated Histone Tails. Chromobox protein homolog 1 (Homo sapiens), P83916. AlphaScreen HP1-beta / biotin-H3K9me3 peptide binding. Potency, µM (top dose mostly 114 µM), for inactives: top-dose activity change, negative = inhibition, usual class: inhibitors. 390,000 compounds, 0.56% hits. AID 540317, 2011; further: nearly all actives have a fitted effect of over 70% in size; inactives centre near 23
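HP1-beta protein (50 nM final) preincubated 30 min at room temperature with biotinylated H3(1-18)K9me3 peptide (50 nM) in PBS pH 7.4, 0.01% Tween-20, then compound added for 30 min. AlphaScreen streptavidin donor/nickel chelate acceptor beads (10 ug/mL final), 30 min dark, luminescence read.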
* hit, by the source's call; i = inactive; ? = inconclusive; . = not tested or not shown; & = joins results of further samples; [ ] = remark or other dose. Unless noted, the call rests on the fitted dose curve; in most records, active means well fitted curve in the direction sought with a large enough effect; inconclusive means small, poorly fitted or top-dose-only effect, or another doubt; inactive means no such curve, though single readings can be large; an effect the other way counts as inactive or inconclusive. Potency means the concentration at half of the fitted maximal effect. This is a subset; the hit share may differ from the screen's.

SMILES	BAZ2B block	POLI inh	GLS inh	G9a block	Pin1 inhibitor	BLM helicase inh	Tb PGK inh	JMJD2A Tudor	HP1b binding inh
COCCNc1ccc(S(=O)(=O)N2CCCC2)cc1[N+](=O)[O-]	-6%	18%	-1%	-8%	0%	-1%	-1%	-18%	-25%
Cc1c(C(=O)N2CC(C)OC(C)C2)sc2nc(-c3ccc(F)cc3)cn12 (configuration not stated)	4%	?	6%	.	-2%	-2%	-1%	-12%	9%
O=C(Cn1c(=O)n(Cc2ccccc2)c(=O)c2cc(Cl)ccc21)NCC1CCCO1 (configuration not stated)	6%	90%[activator]	4%	31%	6%	-8%	2%	4%	19%
Cc1ccc(OCCCCNC2CCCCC2)c(C)c1	79µM*	29%	0%	14µM*	-10%	4%	i	28µM*	-22%
CCN(Cc1cccc(F)c1)C(=O)c1ccc2ccccc2n1	-2%	15%	5%	18%	0%	-5%	7%	-4%	12%
COc1cc(/C=C(\NC(C)=O)C(=O)Nc2ccccc2C)ccc1OC(C)=O	7%	13%	-1%	-9%[59 µM]	23%	3%	5%	-7%	34%
O=C(CSc1nc2ccccc2c(=O)n1NC(=O)Cc1ccccc1)NCc1ccccc1Cl	0%	29%	-3%	11%[0.0925 µM]	15%	-4%	-4%	32%	30%[activator]
CCc1cccc(CC)c1NC(=O)NC1CCCCC1	3%	-4%	6%	5%[59 µM]	-1%	-3%	-8%	-29%	9%
CCn1c2ccccc2c2cc(NC(=O)CSc3nnc(-c4ccccc4OC)n3N)ccc21	-31%	0%	-6%	?	11%	-7%	2%	-28%	-10%
CC(=O)Oc1ccc(/C=C/c2nc3ccccc3c(=O)o2)cc1	9%	-14%	8%	.	-2%	-1%	-1%	-21%	24%
CC1CN(C(=O)Nc2ccc(F)cc2F)CC(C)O1 (configuration not stated)	-1%	34%[activator]	-21%	20%	-4%	-2%	-3%	-9%	58%[activator]
CCOC(=O)c1cn(CC)c2cc(N3CCCCC3)c(F)cc2c1=O	.	12%	5%	.	3%	.	4%	1%	34%
COc1ccc(-n2c(SCC(=O)Nc3sc4c(c3C#N)CCCC4)nnc2-c2ccc(O)cc2)cc1	79µM*	7%	.	12%[12.7 µM]	-4%	-5%	-9%	7%	15%
COc1ccc(C(=O)Nc2ccc(N3CCCCCC3)cc2)cc1S(=O)(=O)N1CCOCC1	28µM*	1%	17%	?	6%	.	1%	7.1µM*	?
CCC(=O)OCCn1c(Br)nc2c1c(=O)[nH]c(=O)n2C	4%	11%	1%	-34%	1%	-4%	-5%	-14%	20%
CCC(CO)Nc1nc2ccc(Cl)cc2c2ccccc12 (configuration not stated)	2%	-27%	0%	10%	-4%	29%	i	-16%	12%
O=C(C[C@H]1C(=O)N(Cc2ccccc2)C[C@@H]1Cc1ccccc1)Nc1ccccc1	-14%[57.1 µM]	28%&15%	4%	-29%	1%	-7%	-1%	-14%	69%[activator]
C[C@@H]1CN([C@H](C)CO)C(=O)Cc2cc(NC(=O)Cn3cnnn3)ccc2O[C@@H]1CN(C)Cc1ccc(Cl)c(Cl)c1	.	?	9%	.	?	.	4%	-28%	5%
Cc1[nH]c(-c2ccc(F)cc2)cc1C(=O)N1CCN(c2ccc(Cl)cc2)CC1	?	0%	13%	?	?	-15%	8%	?	-28%
N#Cc1ccc(OCC(=O)N2CCCC2=O)cc1	-1%	?	7%	12%[12.7 µM]	-4%	.	i	-12%	21%
COc1ccc(C(=O)Nc2nnc(SCc3cc(=O)c4cc(C)ccc4[nH]3)s2)cc1OC	3%	-21%	1%	-29%[59 µM]	29%	-7%	-3%	-26%	28%[57 µM]
Cc1ccc(S(=O)(=O)CCC(=O)OCC(=O)NCCc2ccc(F)cc2)cc1	-6%	29%	-2%	-7%[0.501 µM]	-5%	.	-9%	-3%	20%
COc1ccc2c(c1)c(=O)c(S(=O)(=O)c1ccccc1)cn2CC(=O)Nc1ccc2c(c1)OCO2	-18%	20%	0%	?	22%	-6%	9%	-17%	9%
CCC(=O)Nc1ccc(NC(=O)c2cc3ccccc3o2)c(OC)c1	8%	-14%	19%	.	-9%	2%	-5%	-22%	53%[activator]
CCCCn1c(N)c(N(CCOC)C(=O)c2ccc(S(=O)(=O)N3CCC(C)CC3)cc2)c(=O)[nH]c1=O	0%	6%	-6%	?	-7%	.	-7%	2%	44%[activator]
SMILES	BAZ2B block	POLI inh	GLS inh	G9a block	Pin1 inhibitor	BLM helicase inh	Tb PGK inh	JMJD2A Tudor	HP1b binding inh
Cc1cn(C(=O)C(C)N2C(=O)c3ccccc3C2=O)c(C)n1 (configuration not stated)	-1%	29%	-3%	11%	-8%	-4%	i	6%	44%[activator]
Cc1cccc(-c2noc(Cc3ccc(Cl)cc3)n2)c1	233%[activator]	0%	3%	-2%[2.33 µM]	-4%	-3%	-1%	284%[activator]	237%[activator]
O=C(CNC1=NCCC1)c1ccc2c(c1)OCCO2	8%	15%	5%	?	3%	-6%	-3%	-6%	18%
CCOC(=O)c1c(C)[nH]c(C)c1S(=O)(=O)NCc1ccc(OCC)cc1	-19%	-7%	6%	17%	?	-1%	1%	-25%	9%
CC1CCCCC1NC(=O)NC(=O)COC(=O)C1=NN(c2ccccc2)C(=O)CC1 (configuration not stated)	5%	35%[activator]	-10%	?	-3%	.	-8%	-18%	30%
O=[N+]([O-])c1cn(-c2nc(-c3ccco3)cc(C(F)(F)F)n2)cn1	-12%	19%	-1%	-25%[59 µM]	2%	-14%	1%	-9%	14%
CC(=O)c1cccc(NC(=O)CCNC(=O)c2ccccc2Cl)c1	3%	50%[activator]	-2%	18%	-1%	0%	-7%	-8%	66%[activator]
COc1ccc(CNc2nc(S(=O)(=O)c3ccccc3)c(Cl)s2)cc1OC	?	146%[activator]	-17%	0%[59 µM]	14%	-6%	-3%	-32%	-5%
Cc1ccc(OCCSc2ncnc3sc(C)c(C)c23)cc1C	2%	?	-9%	25%	-2%	1%	i	?	104%[activator]
CC(=O)c1ccc(S(=O)(=O)Nc2cccc(-c3ccc(N4CCCCCC4)nn3)c2)cc1	-4%	3%	-1%	-19%[59 µM]	4%	-7%	i	-27%	8%[57 µM]
Cc1ccc(C(=O)Nc2ccc3nc(SCC(=O)N4CCc5ccccc54)sc3c2)cc1	-22%	18%	-4%	0%[59 µM]	-3%	-2%	i	-11%	43%[activator]
CC(=O)Oc1ccc(N2C(=O)C3C4C=CC(C5CC45)C3C2=O)cc1[N+](=O)[O-] (configuration not stated)	-5%	?	-4%	?	-4%	-1%	-2%	-18%	15%
CCCCOc1ccc(CNC(=O)Cc2ccc(NC(=O)N3CCSc4ncccc43)cc2)cc1	-20%	?	-8%	-31%[59 µM]	31%[activator]	-12%	8%	-27%	14%
CCCCC[C@@H](/C=C/C1C(=O)C=C[C@H]1C/C=C\CCCC(=O)OC)OC(C)=O (some centres not stated)	.	?	0%	.	1%	.	-8%	126%[activator]	182%[activator]
CC(=O)N(Cc1cccnc1)c1nc2c(C)c(C)ccc2s1	-20%	39%[activator]	-1%	?	-12%	1%	-8%	-20%	18%
COc1ccc(Oc2cc(C)nc(Cl)n2)nn1	-9%	3%	4%	-14%	-2%	-8%	1%	-4%	25%
COc1ccc(O)c(CNc2ccccc2F)c1	.	-7%	15%	?	5%	-5%	-8%	-29%	3%
O=C(c1cc(Cl)nc2ccccc12)N1CCN(Cc2ccc3c(c2)OCO3)CC1	-25%	43%[activator]	-3%	21%[2.33 µM]	3%	.	8%	-11%	15%
O=C(Nc1ccccc1)C1=C[C@H](c2coc3ccccc3c2=O)C[C@H](OCCCCO)O1	-12%	-2%	1%	8%[59 µM]	0%	-5%	0%	-16%	38%
O=C(NCCc1c[nH]c2ccccc12)/C(=C/c1ccco1)NC(=O)c1ccco1	-25%	13%	8%	-2%	-1%	-2%	i	-16%	-10%
NC1=NC(=O)CC(C(=O)NCc2ccccc2)S1 (configuration not stated)	-2%	-3%	-3%	1%[12.7 µM]	-4%	-3%	-13%	-2%	89%
CCc1ccc(S(=O)(=O)c2nnn3c2nc(NCCNC(C)=O)c2cc(Cl)ccc23)cc1	-1%	27%	15%	9%[59 µM]	23%	0%	-6%	-8%	21%
O=C(c1ccco1)N(Cc1cccs1)c1ccc(F)cc1	-3%	15%	7%	-4%[59 µM]	-9%	-5%	0%	-2%	38%[activator]
Cc1cc(C)cc(NC(=O)N2CCCCCCC2)c1	-14%	-4%	1%	7%	1%	-1%	i	-6%	9%
C/C(CC(=O)Nc1ccc(Cl)c(C(F)(F)F)c1)=N\NC(N)=S	-23%	13%	?	?	2%	-6%	7%	-7%	13%
COc1cccc(NC(=S)NC(=O)c2cncc(Br)c2)c1	.	-15%	1%	.	2%	.	-4%	-18%	9%
CSc1cccc(NC(=O)C2CCN(c3ncnc4c3nc3n4CCCCC3)CC2)c1	-7%	?	2%	-7%[59 µM]	?	-7%	-1%	-25%	13%
CCC(=O)N1CCc2cc(Br)cc(S(=O)(=O)N(CC)Cc3ccccc3)c21	-3%	4%	1%	?	-10%	-7%	-3%	6%	31%

Structures from the list above with a CF3 group:
SMILES	BAZ2B block	POLI inh	GLS inh	G9a block	Pin1 inhibitor	BLM helicase inh	Tb PGK inh	JMJD2A Tudor	HP1b binding inh
O=[N+]([O-])c1cn(-c2nc(-c3ccco3)cc(C(F)(F)F)n2)cn1	-12%	19%	-1%	-25%[59 µM]	2%	-14%	1%	-9%	14%
C/C(CC(=O)Nc1ccc(Cl)c(C(F)(F)F)c1)=N\NC(N)=S	-23%	13%	?	?	2%	-6%	7%	-7%	13%
